# HSP90 inh – blocks HSP90-mediated luciferase refolding in reticulocyte lysate. Rabbit reticulocyte lysate, luciferase refolding luminescence, 3 h. 290,000 compounds, 0.91% hits. inhibition, % at 5.6 µM;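 active = inhibition above the screen-wide mean plus 3 SD, computed separately per campaign, cut at about 16% in these data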;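 note: 0% = DMSO wells and 100% = 60 µM geldanamycin wells; inhibitors lower the luminescence because luciferase stays unfolded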
# HIF act – HIF pathway transcriptional activation | U2OS HRE-luciferase reporter, luminescence; normalized: DMSO 0%, desferrioxamine 100% | activation, % at 7.5 µM (by protocol) | 300,000 compounds, 0.32% hits | AID 1910;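 active = mean activation of at least 10% of the iron chelator positive control signal, with at least half of replicates also reaching 10%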
# GSK3beta inhib – inhibitors of human GSK3beta kinase. activity score (negative = inhibition), % at 10 µM. 300,000 compounds, 0.038% hits. GST-GSK3beta kinase, ADP-Glo luminescence, 60 min; hits give low values;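 active = more than half of replicate wells score below -50%, meaning over 50% inhibition versus plate controls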;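 note: 0% = median DMSO wells and -100% = median GW8510 positive control wells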
# Target sequence (P49841 whole entry, looked up): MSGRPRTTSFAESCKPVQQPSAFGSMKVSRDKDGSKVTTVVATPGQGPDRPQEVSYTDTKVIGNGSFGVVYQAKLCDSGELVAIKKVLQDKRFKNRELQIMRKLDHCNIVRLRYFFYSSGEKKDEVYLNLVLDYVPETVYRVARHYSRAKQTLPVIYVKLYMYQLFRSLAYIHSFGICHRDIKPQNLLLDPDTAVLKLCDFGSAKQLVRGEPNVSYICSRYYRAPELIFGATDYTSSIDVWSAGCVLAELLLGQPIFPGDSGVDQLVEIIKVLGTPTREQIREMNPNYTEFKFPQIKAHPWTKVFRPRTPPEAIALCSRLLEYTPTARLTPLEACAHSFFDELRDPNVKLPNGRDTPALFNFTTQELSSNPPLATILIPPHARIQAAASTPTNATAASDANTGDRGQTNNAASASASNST
#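 Assay system: GST-tagged human GSK3beta kinase, cell-free; Input: 1.6 ng GSK3beta; Medium: Tris/MgCl2 kinase buffer; Timing: 60 min enzyme reaction, room temperature; Signal: ADP-Glo luminescence quantifying ADP generated by kinase; Evaluation: score relative to plate controls; Benchmarks: DMSO neutral wells and GW8510 at 20 µM as positive.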
# IEC-6 cytotox – counter-screen for KLF5 inhibitors: cytotoxicity in IEC-6 cells; IEC-6 cytotoxicity, luminescence viability; inhibition, % at 5 µM; 290,000 compounds, 0.78% hits; AID 1825; in the data active = inhibition above about 22%;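 note: 0% = plate median of test compound wells and 100% = cytotoxic reference compound wells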
# GSK3A inh – human GSK-3 alpha kinase inhibition | P49840 | ADP-Glo luminescence, 60 min | inhibition, % at 10 µM | 320,000 compounds, 0.1% hits | AID 2650;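 in the data active = inhibition above about 50%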;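 note: GST-tagged GSK-3 alpha with peptide substrate and 25 µM ATP; 0% = DMSO neutral wells and 100% = GW8510 positive control wells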
# Target sequence (P49840 whole entry, looked up): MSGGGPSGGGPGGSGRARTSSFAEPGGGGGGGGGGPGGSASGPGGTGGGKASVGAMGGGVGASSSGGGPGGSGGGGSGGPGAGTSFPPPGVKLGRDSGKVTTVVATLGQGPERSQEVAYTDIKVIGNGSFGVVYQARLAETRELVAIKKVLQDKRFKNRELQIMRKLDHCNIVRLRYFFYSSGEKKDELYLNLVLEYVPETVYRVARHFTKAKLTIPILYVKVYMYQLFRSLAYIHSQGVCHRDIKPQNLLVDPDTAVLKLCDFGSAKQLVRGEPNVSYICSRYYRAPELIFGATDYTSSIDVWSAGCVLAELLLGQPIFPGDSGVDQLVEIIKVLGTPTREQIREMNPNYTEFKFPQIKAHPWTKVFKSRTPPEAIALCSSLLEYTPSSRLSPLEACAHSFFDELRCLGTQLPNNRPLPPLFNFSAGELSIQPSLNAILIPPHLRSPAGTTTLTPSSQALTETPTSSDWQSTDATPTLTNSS
# KLF5 inhibitor – suppresses KLF5 promoter-driven expression | DLD-1 KLF5 promoter-luciferase reporter, luminescence | inhibition, % at 5 µM | 290,000 compounds, 0.23% hits;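 active = inhibition above a per-plate limit of that plate's mean compound inhibition plus 3 SD, cut at about 60% in these data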;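 note: 0% = DMSO wells and 100% = LY294002 at 200 µM; higher means less KLF5 promoter-driven luciferase light; inactives centre near -14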
# HSF1 activator – increases HSF-1 driven luciferase reporter signal; NIH3T3-HGL HSF-1 luciferase reporter, MG132, 8 h; 100% = twice DMSO control signal; activation, % at 9 µM; 300,000 compounds, 1.7% hits; AID 504408;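 active = mean replicate activation of at least 50% with a set share of replicates each reaching 50%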;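 note: 0% = median of the neutral control wells and 100% = twice that signal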
# HSF1 inhib – HSF1 inhibition; NIH3T3-HGL HSE-luciferase, MG132-induced, luminescence 8 h; hits give low values; activity change, negative = inhibition, % at 7.5 µM (by protocol); 300,000 compounds, 0.77% hits; AID 2098;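 active = more than half of replicate wells show activity change below -50%, luminescence cut by over half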;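 note: luciferase reports HSF-1 transcriptional activity via heat shock element; 0% = median of DMSO wells and -100% = zero luminescence signal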
# aSyn 5UTR inh – 5' untranslated region of α-synuclein, MLPCN primary screen. 300,000 compounds, 0.82% hits. alpha-synuclein 5'UTR reporter, inhibitor activity. inhibition, % (tested at 7.5 µM). AID 1813; in the data active = inhibition above about 60%;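 note: H4 neuroglioblastoma cells stably carrying SNCA 5'UTR luciferase fusion; 0% = DMSO wells and 100% = positive control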
# AI-2 QS mod – modulators of Vibrio harveyi AI-2 quorum sensing system. Vibrio harveyi JMH597 AI-2 luminescence/OD600 ratio, 9 h; hits give low values; strain lacks LuxN and CqsS sensors; 0 = neutral-control median. activity change, % at 7.5 µM. 300,000 compounds, 0.4% hits; in the data active = activity change below about -75%, passing the limit was not always enough;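 note: luminescence divided by OD600 gain over 9 h not by final OD600 alone; inactives centre near 13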
# * marks the source's active call; other numbers are inactive results; x = no result given. This is a random part of the collection. Share with any hit: about 4.7%.
SMILES,HSP90 inh,HIF act,GSK3beta inhib,IEC-6 cytotox,GSK3A inh,KLF5 inhibitor,HSF1 activator,HSF1 inhib,aSyn 5UTR inh,AI-2 QS mod
COc1ccc(CS(=O)(=O)CC2(O)CCN(C(=O)c3cccc(C(F)(F)F)c3)CC2)cc1,3,0.4,-2,4,4,9,-6,4,27,-3
CCC1Oc2ccccc2N(CC(=O)NCCCN2CCCCC2C)C1=O (stereo unspecified),1,0.1,-1,3,3,-31,5,-10,-2,18
O=P(c1ccccc1)(c1ccccc1)c1nc(-c2ccccc2)oc1NCc1ccccc1,-1,-0.9,3,2,0,-41,4,5,8,34
O=C(CSc1n[nH]c(=O)[nH]c1=O)NC1CCCCC1,17*,-0.2,-3,-1,0,-12,-12,9,-6,28
CCN(CC)CCN1C(=O)C2C(C(=O)Nc3ccc(Br)cc3)C3C=CC2(O3)C1C(=O)NC1CCCCC1 (stereo unspecified),-4,-0.1,x,4,1,-14,-3,-2,-7,x
Cc1cccc(CSCCNC(=O)CN2C(=O)c3ccccc3S2(=O)=O)c1,3,0.3,3,-3,-2,1,8,-3,4,-41
C#CCOCCOCCOCCNc1nc(N2CCN(C(=O)[C@H](C)n3cc(CCCN=C(N)N)nn3)CC2)nc(N2CCN(C(=O)[C@H](Cc3ccc(O)cc3)n3cc(CCO)nn3)CC2)n1,-2,-1.8,-1,-2,-1,-26,-16,-3,24,11
CCCCOc1ccc(C(C)(O)CCN2CCOCC2)cc1 (stereo unspecified),1,x,2,-5,-2,-17,x,x,x,10
Cc1cc(C)cc(C(=O)OCC(=O)NCC(F)(F)F)c1,2,-0.9,-1,3,-1,-8,-4,-7,12,10
COC(=O)c1[nH]c2ccc(C)cc2c1NC(=O)Oc1ccccc1,3,0.4,-1,-2,4,-9,19,-4,5,20
O=S(=O)(NC1CCCC1)c1ccccc1Br,x,-0.1,1,x,-2,x,9,-4,8,11
COC(=O)c1c(C#N)c(N)nc2c1CCCC2,-5,-0.3,2,-2,-1,-12,-8,-6,13,18
O=[N+]([O-])/C=C1\C=CC=CN1Cc1ccc(Cl)cc1,-1,0.4,7,-1,-2,12,33,1,9,6
CCOCCCNC(=O)Cn1ncc2c(=O)oc3ccccc3c21,0,-0.3,-1,2,-3,9,-16,-11,19,18
COc1ccc2c(c1)O[C@@H](c1cccc(C(F)(F)F)c1)[C@H](O)C2=O,-3,-1.0,3,8,-4,-14,11,2,62*,19
Cc1ncoc1C(=O)NCCC(c1ccccc1)c1ccccc1,5,0.1,3,6,-2,1,-8,3,-11,10
CCOc1cccc(/C=C/C(=O)O)c1,-2,-0.5,1,-8,7,-43,-19,4,0,19
CCOc1cc(/C=N/NC(=O)c2ccncc2)cc(Cl)c1OS(C)(=O)=O,0,0.2,-1,1,4,-27,-2,-10,8,24
CCC(C)(C(=O)NC1CCCCC1)N(C(=O)c1ccccn1)c1ccc(C)cc1 (stereo unspecified),1,-0.4,-1,-2,1,-33,-4,-6,-3,15
Cc1sc(NC(=O)c2ccco2)c(C(c2cccnc2)N2CCN(C)CC2)c1C (stereo unspecified),0,0.2,-1,0,0,-17,13,2,-27,-5
COc1ccc(C(=O)COC(=O)Cn2c(C)csc2=O)c(OC)c1,x,1.3,x,x,0,x,19,4,-25,x
CCc1ccc(CCC(=O)Nc2ccc(S(N)(=O)=O)cc2)o1,2,-0.5,0,-2,-3,-18,-4,-13,1,56
Cc1ccc(C(=O)NC(=S)Nc2ccc(NC(=O)c3cccs3)cc2)cc1[N+](=O)[O-],0,-0.3,5,-2,1,-28,4,-6,42,24
CC(C)(C)NC(=O)C[n+]1ccc(C(N)=O)cc1,3,-0.2,0,-6,0,0,3,-2,9,6
CCOC(=O)N1CCN(c2nc3ccccc3n3cnnc23)CC1,-3,x,1,-3,1,-37,x,x,5,29

# The list continues.
SMILES,HSP90 inh,HIF act,GSK3beta inhib,IEC-6 cytotox,GSK3A inh,KLF5 inhibitor,HSF1 activator,HSF1 inhib,aSyn 5UTR inh,AI-2 QS mod
COc1cc(C2CC(=O)Nc3ccccc3S2)cc(OC)c1OC (stereo unspecified),0,-0.1,-2,3,6,-5,2,6,-10,4
COc1ccc(C(=O)CCS(=O)(=O)c2ccc(C)cc2)cc1,-1,-0.5,1,-4,-1,-9,-10,-2,9,41
O=C(COC(=O)CNC(=O)c1ccc(-c2ccccc2)cc1)NCc1ccco1,-1,0.3,1,-7,-1,-12,9,-3,-30,17
Cc1cc(F)ccc1NC(=O)C(C)n1c2ccccc2c2nc(=O)cc(C)n21 (stereo unspecified),-2,-0.9,-3,-4,-1,-23,-8,-4,21,5
O=c1onc(-c2cccnc2)n1-c1ccccc1F,3,-0.2,0,8,-3,-23,-7,-1,-13,20
Cc1ccc(F)c(NC(=O)c2c(-c3ccccc3)noc2C)c1,5,-0.2,0,1,-1,-7,-3,-2,-13,-7
O=C(NCC1CCCCC1)C1(CC2CC(c3cccc(Br)c3)=NO2)CCNCC1 (stereo unspecified),1,-11,0,6,2,-11,31,3,3,34
CC(C)(C)OC(=O)NCCCCCC(=O)N/N=C/c1coc2ccccc2c1=O,6,1.0,2,3,0,-117,10,5,-44,25
CCCCc1nc2n[nH]c(N)c2c2c1CSC(C)(C)C2,-3,-0.2,-2,-4,-2,-11,-22,-12,49,14
O=C(CN1CCN(Cc2ccc(Cl)cc2)CC1)N/N=C/c1cccs1,2,0.0,1,-2,0,6,-15,-3,-1,5
CCN1C(=O)[C@H]2[C@@H](c3ccc(OC)cc3)N3C(=O)CN(CC4CC4)C(=O)[C@@]3(C)[C@H]2C1=O,-6,-0.1,0,-6,1,-7,0,-2,-11,12
Cc1ccc(N2C(=O)CC(Cc3ccc(Cl)cc3)C2=O)cc1 (stereo unspecified),7,-0.5,-1,4,-2,-5,9,11,2,15
Nc1cc(N)nc(SCC(=O)c2ccccc2)n1,4,0.2,3,4,0,-14,-2,4,-52,21
Brc1ccc(-c2cnc3n2CCCC3)cc1,-3,0.1,1,3,0,4,-13,2,-15,16
CC(=O)CSc1nnc(Cc2ccc3c(c2)OCO3)o1,-2,0.2,-1,3,-12,-24,-12,-1,-26,22
O=S(=O)(NCc1ccc(Cl)cc1Cl)c1cccs1,-6,1.3,1,-1,0,-20,6,-1,-23,6
Cn1c(=O)n(-c2cccc(Cl)c2)c(=O)n1C,2,0.3,1,-3,-3,-14,-7,-10,-4,12
CCn1c(SCC(=O)N2CCCC2)nc2ccccc21,4,-0.6,-3,5,0,-8,3,-7,-8,4
Cc1ncsc1C(=O)N1CCCC(C(=O)c2ccc3ccccc3c2)C1 (stereo unspecified),2,0.2,2,10,-4,-13,-2,-1,-4,2
COCC1CCCCN1Cc1cn[nH]c1-c1ccc(OC)cc1OC (stereo unspecified),4,-0.2,2,-3,-1,-32,8,-6,-17,19
CCOc1ccccc1NC(=O)C1CCN(C(=O)C2CC(=O)N(c3ccc(C)cc3)C2)CC1 (stereo unspecified),-5,0.1,2,-1,-3,-7,-20,-6,13,18
CSC1=NC(=O)/C(=C/c2ccc(SC)cc2)S1,2,0.4,-2,1,15,-106,18,14,-81,-9
COc1cc(C(=O)n2nc(C)cc2C)cc(OC)c1OC,-1,0.0,-2,-1,1,-6,-7,-3,-3,12
C/C(=N\NC(=O)C1CC1)c1ccc(C(C)(C)C)cc1,-3,x,-2,10,x,-85,x,x,x,49
Cc1ccc(-c2c(C(=O)N3CCOCC3)oc(=O)c3ccccc23)cc1,3,-0.1,0,6,-1,9,-3,-1,14,6

# Further compounds.
SMILES,HSP90 inh,HIF act,GSK3beta inhib,IEC-6 cytotox,GSK3A inh,KLF5 inhibitor,HSF1 activator,HSF1 inhib,aSyn 5UTR inh,AI-2 QS mod
O=C(CN1C(=O)c2ccccc2S1(=O)=O)NCc1ccc(F)cc1,5,0.7,-1,0,-2,-1,12,-3,-3,16
c1cnc2ncc3sccc3c2c1,-5,-0.2,4,2,2,-35,7,-4,8,15
Clc1ccc(COc2ccccc2CNCc2cccnc2)cc1,0,0.1,-1,-1,0,-48,-8,12,8,3
CSCC[C@H](NC(=O)N1CCn2c1nc1ccccc12)C(=O)NCc1ccc(C)cc1,-6,-0.9,3,0,-3,4,0,2,2,10
CCOC(=O)/C=C/C(=O)Nc1ccc(Oc2ccccc2)cc1,-4,2.9,2,3,1,3,-1,6,-20,-33
CC(C)CCn1c(CN2CCN(C(=O)c3ccco3)CC2)nc2c1c(=O)n(C)c(=O)n2C,-2,0.2,1,-4,0,-25,18,-4,-9,29
COc1cccc(C2C(C#N)=C(N)OC(C(C)(C)C)=C2C#N)c1 (stereo unspecified),1,0.6,-5,4,-1,6,21,19,-115,19
Cc1ccccc1Nc1nc(Nc2ccccc2C)nc(SC2=NCCS2)n1,4,-0.4,-2,1,-1,-24,-30,-12,14,27
CC(=O)Nc1cccc(C(=O)OCC(=O)Nc2ccc(Cl)cn2)c1,x,-0.1,-19,x,7,x,-4,6,6,-2
CCOc1ccc(Nc2nc(N)nc(CN3CCN(c4ccccc4F)CC3)n2)cc1,2,0.2,-1,8,0,24,-18,-12,-24,29
CCN(CC)CC#CC(C)OCOCC#CCOC (stereo unspecified),1,0.1,0,-2,-3,-30,2,-8,23,17
O=[N+]([O-])c1ccc(-n2nncc2-c2ccc(Cl)cc2)cc1,0,-0.5,-1,-1,0,0,11,9,15,-6
N#CCCN(C(=O)CSc1nc2nc(-c3cccs3)cc(C(F)(F)F)c2c(=O)[nH]1)c1ccccc1,0,-0.1,1,5,-3,-1,-6,2,-14,6
Cc1cccc(-n2ccc(=O)c(C(=O)Nc3ccc(S(=O)(=O)Nc4nccc(C)n4)cc3)n2)c1,-8,-0.1,2,-4,-1,-5,-7,-1,12,15
Cc1cccc(NC(=O)CSc2nc3ccc(N4C(=O)c5ccccc5C4=O)cc3s2)c1C,2,-0.3,-3,-2,-2,-3,1,4,-24,0
O=C(Nc1ccc(Cc2ccncc2)cc1)c1cccs1,-5,1.5,1,-2,1,-28,4,1,-66,-32
CCN(CC)Cc1c(O)c(Cl)cc2c3c(c(=O)oc12)CCCC3,3,0.1,-2,0,x,-9,-2,-4,12,10
O=C(CSc1nc(O)cc(=O)n1-c1ccc(Cl)c(Cl)c1)Nc1ccc(Cl)cc1Cl,-1,0.4,-3,4,-4,-19,21,-1,-22,11
c1ccc(CCN(Cc2ccccc2)Cc2nc(C3CC3)no2)cc1,5,-0.1,4,-4,2,-25,-29,-10,-14,20
C/C(=N\Nc1nc2c(s1)CCCC2)c1ccc(Cl)cc1,13,1.0,-4,11,-1,-28,-9,-13,-100,30
CC1(C)CC(NS(=O)(=O)c2ccc(C(C)(C)C)cc2)CC(C)(C)N1,-2,-0.2,x,-8,-2,-15,-18,-8,-1,x

# An excerpt of these results, with tabs:
SMILES	HSP90 inh	HIF act	GSK3beta inhib	IEC-6 cytotox	GSK3A inh	KLF5 inhibitor	HSF1 activator	HSF1 inhib	aSyn 5UTR inh	AI-2 QS mod
CSCC[C@H](NC(=O)N1CCn2c1nc1ccccc12)C(=O)NCc1ccc(C)cc1	-6	-0.9	3	0	-3	4	0	2	2	10
CCOC(=O)/C=C/C(=O)Nc1ccc(Oc2ccccc2)cc1	-4	2.9	2	3	1	3	-1	6	-20	-33

# Compound activity as filed in PubChem.
